High-throughput results as filed in PubChem BioAssay.
ROMK mod: modulates human ROMK potassium channel activity; Tet-inducible ROMK, thallium flux fluorescence; actives lie on both sides; P48048; 130,000 compounds, 2% hits; B-score at 10 µM;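 active = signal ratio slope over the read window, or its plate-corrected B-score, at least 3 SD from the plate mean, either direction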;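 note: B-score of the F/F0 ratio slope over 7 to 12 s after thallium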
Target sequence (P48048 whole entry, looked up): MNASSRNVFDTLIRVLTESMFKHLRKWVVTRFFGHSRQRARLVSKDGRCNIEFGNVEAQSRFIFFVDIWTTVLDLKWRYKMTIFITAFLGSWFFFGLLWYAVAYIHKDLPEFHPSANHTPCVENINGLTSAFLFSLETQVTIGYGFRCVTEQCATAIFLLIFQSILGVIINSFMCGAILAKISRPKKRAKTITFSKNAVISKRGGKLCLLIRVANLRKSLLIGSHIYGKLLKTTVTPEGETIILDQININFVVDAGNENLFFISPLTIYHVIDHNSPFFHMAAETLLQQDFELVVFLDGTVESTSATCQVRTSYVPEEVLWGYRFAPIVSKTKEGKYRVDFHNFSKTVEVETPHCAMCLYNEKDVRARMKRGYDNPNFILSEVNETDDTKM
S1P3 antag: antagonists of human S1P3 receptor. CHO S1P3 NFAT-BLA reporter, FRET fluorescence, antagonist mode. inhibition, % at 4.98 µM. 170,000 compounds, 0.27% hits. Q99500. AID 485;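 active = inhibition above the plate cutoff, the mean inhibition of test wells on that plate plus 3 SD, cut at about 28% in these data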;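 note: cells challenged with S1P at its EC80 of 0.8 µM; blue over green emission ratio from cleaved BLA substrate after 4 h stimulation; 0% = S1P-stimulated wells and 100% = unstimulated DMSO-only wells; some compounds past the cut are filed as inactive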
Target sequence (Q99500 whole entry, looked up): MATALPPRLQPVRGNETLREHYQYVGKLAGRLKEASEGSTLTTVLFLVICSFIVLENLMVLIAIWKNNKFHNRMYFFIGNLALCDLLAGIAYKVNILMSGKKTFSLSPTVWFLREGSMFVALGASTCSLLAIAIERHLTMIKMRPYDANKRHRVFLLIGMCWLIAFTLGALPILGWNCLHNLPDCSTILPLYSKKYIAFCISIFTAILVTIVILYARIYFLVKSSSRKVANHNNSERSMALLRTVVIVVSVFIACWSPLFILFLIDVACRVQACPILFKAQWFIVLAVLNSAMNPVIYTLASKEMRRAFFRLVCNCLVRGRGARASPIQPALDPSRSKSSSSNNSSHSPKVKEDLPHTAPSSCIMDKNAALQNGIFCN
STAT1 blocker: STAT1 signaling inhibition | NIH 3T3 STAT1-luciferase reporter, IFN-gamma, luminescence | inhibition, % at 5.5 µM | 200,000 compounds, 0.35% hits | AID 920;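 active = inhibition above a set limit, the mean inhibition across all tested compounds plus 3 SD, cut at about 34% in these data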;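 note: 0% = IFN-gamma with DMSO and 100% = IFN-gamma with 300 µM nifuroxazide; values of inactives mirror those of a sister screen read the other way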
PPARg SRC2 recr: agonists of SRC-2 recruitment by human PPARgamma. P37231. PPARgamma LBD-SRC-2 recruitment, biochemical. 200,000 compounds, 0.34% hits. activation, % at 8 µM; in the data active = activation above about 22%;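 note: 0% = vehicle and 100% = reference agonist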
TLR4 MyD88 comp: inhibitors of human TLR4-MyD88 binding | O00206+Q99836 | HeLa CL3-4 TLR4/MyD88 BLA complementation, FRET ratio | inhibition, % at 8.4 µM | 200,000 compounds, 0.18% hits | AID 861; in the data active = inhibition above about 25%;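 note: 0% = vehicle and 100% = reference inhibitor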
STAT3 blocker: STAT3 signaling inhibition; U3A cells, IL-6 STAT3-luciferase reporter, luminescence; host cell line lacks STAT1; inhibition, % at 5.5 µM; 190,000 compounds, 0.89% hits; AID 862;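 active = inhibition above the mean inhibition across all screened compounds plus 3 SD, cut at about 44% in these data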;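 note: 0% = DMSO only wells and 100% = 100 µM nifuroxazide control wells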
STAT3 activator: STAT3 signaling activation | U3A cells, IL-6 STAT3-luciferase reporter, luminescence; 100% = signal with IL-6 EC80 alone | activation (% of control), % at 5.6 µM | 190,000 compounds, 0.91% hits;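 active = activation above the screen-wide mean of compound activation plus 3 SD, cut at about 130% in these data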;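 note: 0% = background luminescence of wells with medium and substrate only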
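Test system: STAT3-luciferase reporter U3A cells; Detection: reporter luminescence signal; Times: 1 h compound pre-exposure, 6 h IL-6 stimulation, 37 °C; Benchmarks: IL-6-only high control; Also added: IL-6 stimulus at 33 ng/mL final.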
RAM network inh: inhibitors of the yeast RAM network. AID 868. S. cerevisiae dse1pr::URA3 reporter, 5-FOA growth OD615, 2 d; analog-sensitive cbk1-as2 kinase mutant strain. inhibition, % at 50 µM. 190,000 compounds, 1.8% hits;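 active = inhibition above a set limit, 3 SD over mean compound inhibition, cut at about 8.4% in these data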;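 note: 0% = DMSO-only wells with no growth and 100% = 10 µM 1-NA-PP1 full growth; inhibition rescues growth on 5-FOA so higher OD means more RAM inhibition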
PPARg SRC-3 ag: agonists of human PPARgamma SRC-3 coactivator recruitment; P37231; biochemical PPARgamma/SRC-3 coactivator recruitment assay; activation, % at 8 µM; 200,000 compounds, 0.26% hits; AID 731; in the data active = activation above about 23%;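 note: 0% = DMSO and 100% = reference agonist; some compounds past the cut are filed as inactive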
SRC2 TRFRET art: TR-FRET artefact, counter-screen to PPARgamma/SRC-2 agonist assay; hits give high values; TR-FRET ratio at 8 µM; 200,000 compounds, 0.4% hits; AID 1049; in the data active = TR-FRET ratio above about 2000; note: inactives centre near 1500
PPARg SRC-1 ag: promotes SRC-1 coactivator recruitment by human PPARgamma | P37231 | PPARgamma-SRC-1 coactivator recruitment biochemical assay | activation, % at 8 µM | 200,000 compounds, 0.41% hits | AID 631; in the data active = activation above about 19%;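 note: 0% = DMSO and 100% = reference agonist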
The depositor's hits bear a star.

Screening Cn1c(=O)c2c(nc(Br)n2CCc2ccccc2)n(C)c1=O returned S1P3 antag -31, STAT1 blocker -6, PPARg SRC2 recr -5, TLR4 MyD88 comp 7, STAT3 blocker 16, STAT3 activator 89, RAM network inh 1.7, PPARg SRC-3 ag 2, SRC2 TRFRET art 1523 and PPARg SRC-1 ag 0.
For Cc1ccc(NC(=O)COC(=O)Cn2cnc3ccccc32)c([N+](=O)[O-])c1 the results were ROMK mod -1.6, S1P3 antag -12, STAT1 blocker 3, PPARg SRC2 recr -3, TLR4 MyD88 comp -6, STAT3 blocker 3, STAT3 activator 104, RAM network inh 0.9, PPARg SRC-3 ag 7, SRC2 TRFRET art 1385 and PPARg SRC-1 ag 2.
For CCS/C(N)=N/N=C/c1cc(C)ccc1O the results were ROMK mod -0.57, STAT1 blocker -35, PPARg SRC2 recr 13, TLR4 MyD88 comp 3, STAT3 blocker 2, STAT3 activator 103, RAM network inh 1.6, PPARg SRC-3 ag 6, SRC2 TRFRET art 1635 and PPARg SRC-1 ag 4.
`O=C(COc1cccc(NC(=O)c2cccs2)c1)c1ccc(F)cc1` gave S1P3 antag 7, STAT1 blocker 0, PPARg SRC2 recr 9, TLR4 MyD88 comp 11, STAT3 blocker 18, STAT3 activator 86, RAM network inh 1.2, PPARg SRC-3 ag 2, SRC2 TRFRET art 1538 and PPARg SRC-1 ag -2.
For O=S(=O)(c1ccccc1)n1ccc2cccnc21 the results were STAT1 blocker 0, PPARg SRC2 recr -1, TLR4 MyD88 comp -1, STAT3 blocker 8, STAT3 activator 97, RAM network inh 1.1, PPARg SRC-3 ag -6, SRC2 TRFRET art 1476 and PPARg SRC-1 ag 8.
Screening Cc1ccc(C(=O)c2coc3ccc(O)c(CN4CCN(C)CC4)c23)cc1 returned S1P3 antag 14, STAT1 blocker 1, PPARg SRC2 recr -1, TLR4 MyD88 comp 3, STAT3 blocker 7, STAT3 activator 96, RAM network inh 1.6, PPARg SRC-3 ag 8, SRC2 TRFRET art 1688 and PPARg SRC-1 ag -2.
CCOC(=O)c1ccccc1NC(=O)CSc1nncn1C was read as ROMK mod 0.37, S1P3 antag -8, STAT1 blocker 2, PPARg SRC2 recr -4, TLR4 MyD88 comp -7, STAT3 blocker 2, STAT3 activator 103, RAM network inh 0.6, PPARg SRC-3 ag -7, SRC2 TRFRET art 1495 and PPARg SRC-1 ag 2.
`O=C1CC(c2ccccc2)CC(O)=C1C=NC1CCCCCC1` (stereo unspecified) gave STAT1 blocker -18, PPARg SRC2 recr 4, TLR4 MyD88 comp 11, STAT3 blocker -8, STAT3 activator 110, RAM network inh 1.1, PPARg SRC-3 ag -3, SRC2 TRFRET art 1427 and PPARg SRC-1 ag -5.
COCCCNC(=O)Cc1ccccc1OC was read as ROMK mod -0.15, STAT1 blocker -3, PPARg SRC2 recr 6, TLR4 MyD88 comp 4, STAT3 blocker 1, STAT3 activator 104, RAM network inh 0.7, PPARg SRC-3 ag 1, SRC2 TRFRET art 1565 and PPARg SRC-1 ag -5.
`O=C(OC1CCCCC1=O)c1cccc(S(=O)(=O)NCc2ccccc2)c1` (stereo unspecified) gave STAT1 blocker 10, PPARg SRC2 recr -9, TLR4 MyD88 comp 6, STAT3 blocker 18, STAT3 activator 88, RAM network inh 0.5, PPARg SRC-3 ag 10, SRC2 TRFRET art 1482 and PPARg SRC-1 ag 2.
CCOC(=O)C(C(=O)NCc1ccc(F)cc1)c1ncc(C(F)(F)F)cc1Cl (stereo unspecified) was read as STAT1 blocker -3, PPARg SRC2 recr 0, TLR4 MyD88 comp 4, STAT3 blocker 5, STAT3 activator 101, RAM network inh 0.7, PPARg SRC-3 ag -2, SRC2 TRFRET art 1407 and PPARg SRC-1 ag 0.
Screening COc1ccc(NC(=O)c2cc3ccccn3n2)cc1 returned S1P3 antag -6, STAT1 blocker -23, PPARg SRC2 recr 7, TLR4 MyD88 comp -4, STAT3 blocker 46*, STAT3 activator 67, RAM network inh 0.3, PPARg SRC-3 ag -3, SRC2 TRFRET art 1766 and PPARg SRC-1 ag 3.
O=C(CSC1CC(=O)N(CCc2ccccc2)C1=O)Nc1cccc(Cl)c1 (stereo unspecified) was read as S1P3 antag 6, STAT1 blocker 14, PPARg SRC2 recr 11, TLR4 MyD88 comp 5, STAT3 blocker 0, STAT3 activator 100, RAM network inh 4.5, PPARg SRC-3 ag 3, SRC2 TRFRET art 1524 and PPARg SRC-1 ag 5.
For CC(=O)NC1(C(F)(F)F)C(=O)NC(C)=C1C#N (stereo unspecified) the results were ROMK mod 0.52, S1P3 antag 14, STAT1 blocker 11, PPARg SRC2 recr 0, TLR4 MyD88 comp 14, STAT3 blocker 0, STAT3 activator 104, RAM network inh -0.1, PPARg SRC-3 ag -7, SRC2 TRFRET art 1763 and PPARg SRC-1 ag 15.
Nc1nonc1-c1nc2ccccc2[nH]1 was read as ROMK mod -0.58, S1P3 antag -4, STAT1 blocker -1, PPARg SRC2 recr 2, TLR4 MyD88 comp -9, STAT3 blocker 9, STAT3 activator 95, RAM network inh 1.5, PPARg SRC-3 ag 7, SRC2 TRFRET art 1481 and PPARg SRC-1 ag 2.
For Cc1cc(C)n(CC(=O)n2c3c(c4ccccc42)CCCC3)n1 the results were ROMK mod -0.24, STAT1 blocker 5, PPARg SRC2 recr -1, TLR4 MyD88 comp 3, STAT3 blocker 7, STAT3 activator 99, RAM network inh 3.0, PPARg SRC-3 ag -4, SRC2 TRFRET art 1365 and PPARg SRC-1 ag 2.
For CCN(CC)S(=O)(=O)c1cc([N+](=O)[O-])ccc1NNC(=O)Nc1ccc(F)cc1 the results were ROMK mod 0.0089, STAT1 blocker 8, PPARg SRC2 recr 3, TLR4 MyD88 comp 17, STAT3 blocker 9, STAT3 activator 91, RAM network inh 2.0, PPARg SRC-3 ag 7, SRC2 TRFRET art 1563 and PPARg SRC-1 ag -1.
For CCCS(=O)(=O)N1CCCC(C(=O)N2CCC(Cc3ccccc3)CC2)C1 (stereo unspecified) the results were S1P3 antag 7, STAT1 blocker 0, PPARg SRC2 recr 9, TLR4 MyD88 comp -9, STAT3 blocker 5, STAT3 activator 99, RAM network inh -0.4, PPARg SRC-3 ag 8, SRC2 TRFRET art 1607 and PPARg SRC-1 ag 1.
`CC(=O)c1ccc(NS(=O)(=O)c2ccc(CC(C)C)cc2)cc1` gave STAT1 blocker 9, PPARg SRC2 recr 2, TLR4 MyD88 comp 0, STAT3 blocker 16, STAT3 activator 89, RAM network inh 2.1, PPARg SRC-3 ag -3, SRC2 TRFRET art 1547 and PPARg SRC-1 ag 1.
`N#CC(c1ccc(Cl)cc1)c1nc2ccccc2nc1C(F)(F)F` (stereo unspecified) gave STAT1 blocker 2, PPARg SRC2 recr -1, TLR4 MyD88 comp 8, STAT3 blocker 7, STAT3 activator 99, RAM network inh 7.1, PPARg SRC-3 ag -6, SRC2 TRFRET art 1357 and PPARg SRC-1 ag 6.
`CN(C)S(=O)(=O)c1ccc(C(=O)OCC(=O)NCc2ccco2)cc1` gave ROMK mod 1.4, S1P3 antag -12, STAT1 blocker -1, PPARg SRC2 recr -4, TLR4 MyD88 comp -2, STAT3 blocker 3, STAT3 activator 104, RAM network inh 1.9, PPARg SRC-3 ag -1, SRC2 TRFRET art 1290 and PPARg SRC-1 ag 5.
O=C(NO)C1CC2C=CC1C2 (stereo unspecified) was read as S1P3 antag 36, STAT1 blocker 0, PPARg SRC2 recr 4, TLR4 MyD88 comp 3, STAT3 blocker 4, STAT3 activator 99, RAM network inh 0.5, PPARg SRC-3 ag 10, SRC2 TRFRET art 1562 and PPARg SRC-1 ag 7.
Screening Cc1ccccc1NC(=O)C1CC(=O)N(Cc2ccccc2)C1 (stereo unspecified) returned ROMK mod 0.0014, S1P3 antag 3, STAT1 blocker 2, PPARg SRC2 recr -2, TLR4 MyD88 comp -10, STAT3 blocker -2, STAT3 activator 104, RAM network inh 2.0, PPARg SRC-3 ag 0, SRC2 TRFRET art 1510 and PPARg SRC-1 ag -5.
`CCOC(=O)c1cc2c(=O)n3ccccc3nc2n(Cc2ccco2)c1=NC(=O)c1ccc(OC)cc1` gave ROMK mod -1.1, S1P3 antag 4, STAT1 blocker 24, PPARg SRC2 recr 2, TLR4 MyD88 comp 4, STAT3 blocker -4, STAT3 activator 106, RAM network inh 1.9, PPARg SRC-3 ag 7, SRC2 TRFRET art 1514 and PPARg SRC-1 ag -1.
For Cc1ccc(N(C(=O)Cn2nnc(-c3ccc(C)o3)n2)C(C(=O)NC2CCCC2)c2ccco2)cc1 (stereo unspecified) the results were S1P3 antag 6, STAT1 blocker 4, PPARg SRC2 recr 6, TLR4 MyD88 comp -4, STAT3 blocker -2, STAT3 activator 106, RAM network inh 0.9, PPARg SRC-3 ag 6, SRC2 TRFRET art 1573 and PPARg SRC-1 ag -3.
`[N-]=[N+]=CC(=O)CNC(=O)[C@@H](Cc1ccccc1)N1C(=O)c2ccccc2C1=O` gave S1P3 antag -24, STAT1 blocker 4, PPARg SRC2 recr 11, TLR4 MyD88 comp -3, STAT3 blocker -2, STAT3 activator 102, RAM network inh 3.2, PPARg SRC-3 ag 1, SRC2 TRFRET art 1480 and PPARg SRC-1 ag 6.
Screening CC1=NC(C)Cc2ccccc21 (stereo unspecified) returned ROMK mod 0.99, S1P3 antag 24, STAT1 blocker 4, PPARg SRC2 recr -1, TLR4 MyD88 comp -8, STAT3 blocker 1, STAT3 activator 101, RAM network inh 2.2, PPARg SRC-3 ag 0, SRC2 TRFRET art 1460 and PPARg SRC-1 ag 9.
`C/C=C/c1cc(CN2CCN(c3ccc(OC)cc3)CC2)c(O)c(OC)c1` gave ROMK mod 0.44, S1P3 antag -6, STAT1 blocker 6, PPARg SRC2 recr -5, TLR4 MyD88 comp 7, STAT3 blocker 4, STAT3 activator 97, RAM network inh 2.4, PPARg SRC-3 ag 6, SRC2 TRFRET art 1911 and PPARg SRC-1 ag 6.

Looked up by compound from the list above, two records:
Screening CC1=NC(C)Cc2ccccc21 (stereo unspecified) returned ROMK mod 0.99, S1P3 antag 24, STAT1 blocker 4, PPARg SRC2 recr -1, TLR4 MyD88 comp -8, STAT3 blocker 1, STAT3 activator 101, RAM network inh 2.2, PPARg SRC-3 ag 0, SRC2 TRFRET art 1460 and PPARg SRC-1 ag 9.
Screening Cc1ccccc1NC(=O)C1CC(=O)N(Cc2ccccc2)C1 (stereo unspecified) returned ROMK mod 0.0014, S1P3 antag 3, STAT1 blocker 2, PPARg SRC2 recr -2, TLR4 MyD88 comp -10, STAT3 blocker -2, STAT3 activator 104, RAM network inh 2.0, PPARg SRC-3 ag 0, SRC2 TRFRET art 1510 and PPARg SRC-1 ag -5.
